# TNAP inh no acc = TNAP (human) inhibition, acceptor-free conditions | P05186 | purified TNAP, CDP-star luminescence, 30 min | inhibition, % at 20 µM | 200,000 compounds, 0.26% hits | AID 1012;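 active means tissue-nonspecific alkaline phosphatase inhibition above about 50% at 20 µM in the single-dose screen, limit read from the data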;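 further: 0% = DMSO negative control and 100% = EDTA positive control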
# PMI act = increases human mannose-6-phosphate isomerase activity. P34949. purified human PMI, coupled resazurin fluorescence, 20 min; stronger effect = higher value; 1 = vehicle control, 0 substrate-free wells. activation factor at 20 µM. 190,000 compounds, 0.005% hits;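 active means activation factor of 2 or more at 20 µM, relative to plate controls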
# Target sequence (P34949 whole entry, looked up): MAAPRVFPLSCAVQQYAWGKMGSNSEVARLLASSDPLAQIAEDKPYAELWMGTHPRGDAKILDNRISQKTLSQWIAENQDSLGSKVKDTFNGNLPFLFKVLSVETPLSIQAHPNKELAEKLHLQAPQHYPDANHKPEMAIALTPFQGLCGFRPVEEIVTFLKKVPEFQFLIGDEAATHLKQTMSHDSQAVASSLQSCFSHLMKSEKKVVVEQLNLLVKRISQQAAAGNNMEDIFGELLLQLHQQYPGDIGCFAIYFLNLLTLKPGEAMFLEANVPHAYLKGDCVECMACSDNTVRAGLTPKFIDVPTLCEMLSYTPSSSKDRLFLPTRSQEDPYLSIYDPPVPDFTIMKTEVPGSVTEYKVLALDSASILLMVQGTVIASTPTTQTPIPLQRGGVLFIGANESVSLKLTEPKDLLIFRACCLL
# HMGR II inh = blocks class II HMG-CoA reductase of Enterococcus faecalis | inhibition, % at 10 µM | purified E. faecalis HMGR, NADPH absorbance 340 nm kinetic | 190,000 compounds, 0.41% hits;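 active means inhibition above a set limit, the median over all tested compounds plus 3 SD, cut at about 9.5% in these data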;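 further: enzyme runs in reverse so mevalonate oxidation gives rising NADPH absorbance; 0% = complete reaction with DMSO and 100% = background rate lacking mevalonate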
# Diaphorase act = diaphorase activation or chemical reduction counter-screen. Diaphorase/resazurin coupled assay, resorufin fluorescence, 16 min; stronger effect = higher value; 1 = vehicle wells, 0 = NADH-free wells. activation factor at 20 µM. 190,000 compounds, 0.005% hits;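 active means diaphorase activity raised at least twofold by the compound at 20 µM; inactive means activation factor below 2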
#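 Material: purified diaphorase enzyme from Clostridium kluyveri / Medium: HEPES pH 7.4 buffer with MgCl2 and Tween 20 / Schedule: enzyme reaction of 16 min at room temperature / Measured by: resorufin fluorescence, excitation 544 nm, emission 590 nm / Evaluation: rise in resorufin formation, marking diaphorase activation or chemical reduction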
# PMI act satM6P = increases human PMI activity with near-saturating mannose 6-phosphate; P34949; coupled PMI enzyme assay, resazurin fluorescence, 20 min; stronger effect = higher value; 1 = untreated enzyme, 0 = substrate-free blank; activation factor at 20 µM; 190,000 compounds, 0.34% hits; AID 1216;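 active means activation factor of 2 or more at 20 µM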
#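 Test system: human phosphomannose isomerase with PGI, G6PDH, diaphorase coupling enzymes / Doses: 20 µM compound, 1% DMSO / Times: enzyme reaction with compound 20 min at room temperature / Measured by: Diaphorase-driven resazurin-to-resorufin fluorescence, excitation 544, emission 590 nm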
# G6PDH CS = inhibits Leuconostoc G6PDH, flagging false hits in G6PDH-based assays | Purified L. mesenteroides G6PDH, diaphorase/resazurin coupled fluorescence, 45 min | inhibition, % at 5 µM | 200,000 compounds, 0.12% hits | AID 1020; in the data active means inhibition above about 50%
# TNAP inh hi DEA = blocks human TNAP under high phosphate acceptor concentration; P05186; purified TNAP, CDP-star luminescence, 1 M DEA; inhibition, % at 20 µM; 200,000 compounds, 0.03% hits;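 active means over 50% inhibition of tissue-nonspecific alkaline phosphatase at 20 µM in the single-dose screen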;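 further: plate controls were DMSO wells for no effect and EDTA-quenched wells as full inhibition for full effect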
# FLuc act counter = firefly luciferase counter-screen for stimulation assays. P08659. ATPlite luciferase biochemical, luminescence, 10 min; 0 = ATP-free wells, 1 = DMSO control. 200,000 tested, under 10 active. AID 1027. activation factor at 10 µM;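 active means luciferase activation factor, scaled between plate controls, of at least 2 with compound at 10 µM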
# Target sequence (P08659 whole entry, looked up): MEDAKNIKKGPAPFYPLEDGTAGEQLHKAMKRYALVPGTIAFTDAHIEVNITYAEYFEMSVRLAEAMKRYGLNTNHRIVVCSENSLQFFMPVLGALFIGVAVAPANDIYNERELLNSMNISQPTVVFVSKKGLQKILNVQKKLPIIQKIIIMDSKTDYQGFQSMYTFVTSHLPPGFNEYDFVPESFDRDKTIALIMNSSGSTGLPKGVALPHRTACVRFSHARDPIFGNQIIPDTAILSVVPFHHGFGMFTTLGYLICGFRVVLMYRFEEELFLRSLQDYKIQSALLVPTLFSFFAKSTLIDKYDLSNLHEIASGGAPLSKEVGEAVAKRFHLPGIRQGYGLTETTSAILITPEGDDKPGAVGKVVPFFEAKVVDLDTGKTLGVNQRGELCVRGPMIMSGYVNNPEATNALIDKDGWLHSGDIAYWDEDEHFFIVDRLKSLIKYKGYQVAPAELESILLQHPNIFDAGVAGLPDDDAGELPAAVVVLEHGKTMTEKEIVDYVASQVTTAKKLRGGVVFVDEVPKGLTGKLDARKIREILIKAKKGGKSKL
#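 Material: Luciferase/luciferin reagent mix; Doses: test compounds dosed from 2 mM stocks in 100% DMSO; Schedule: 10 min incubation after luciferase reagent addition, room temperature; Measured by: luminescence from luciferase reaction; Read-out: luminescence gain marking luciferase activators.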
# TNAP act hiacc = increases human TNAP activity under high phosphate acceptor concentration; purified TNAP, CDP-star luminescence, 1 M DEA, 30 min; stronger effect = higher value; 0 = EDTA background, 1 = DMSO-only activity; 200,000 tested, under 10 active; activation factor at 20 µM;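 active means activation factor at least 2 at 20 µM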
#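 system = human TNAP | amount = enzyme diluted 1/800 final | reagent = 100 µM CDP-star substrate | signal = luminescent substrate turnover signal | dosing = one dose, 20 µM | benchmarks = EDTA negative control, DMSO positive control | measure = activation factor | timing = 30 min reaction, room temperature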
# Diaphorase inh = counter-screen for diaphorase-based assays: diaphorase inhibitors and chemical oxidizers; diaphorase resazurin-to-resorufin fluorescence, NADH, 16 min; bacterial (C. kluyveri) enzyme, not human; inhibition, % at 20 µM; AID 1217; 190,000 compounds, 0.69% hits;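 active means primary screen inhibition at 20 µM above a set limit, cut at about 50% in these data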;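 further: plate controls were DMSO with full reaction for no effect and wells lacking NADH for full effect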
#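 Assay system: diaphorase enzyme from Clostridium kluyveri. Quantity: enzyme working solution with 0.14 U/mL diaphorase. Schedule: reaction incubation of 16 min at room temperature. Technique: resorufin fluorescence, excitation 544 nm, emission 590 nm. Controls: No-NADH positive control and DMSO neutral control.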
# The depositor's hits bear a star. A portion of the library (hit frequency here may not be typical).
nr	SMILES	TNAP inh no acc	PMI act	HMGR II inh	Diaphorase act	PMI act satM6P
1	Cc1nn(Cc2ccccc2)c(C)c1C(=O)NCc1ccccc1	-6	1.1	-5	1	1.2
2	CCc1ccccc1NC(=O)CSc1nnc([C@@H](N)Cc2c[nH]c3ccccc23)o1	-34	1	-9	1	1.1
3	CCOC(=O)C1C(=O)NC23CCCC2C1c1ccccc1O3 (configuration not stated)	-12	1	4	0.9	1
4	O=c1c2ccccc2nc(SCC2CCCCO2)n1-c1ccccc1 (configuration not stated)	-7	1	-1	0.9	1
5	CN1CCN(c2nc([N+](=O)[O-])nn2C)CC1	-9	1.1	-2	1.1	1
6	CCOC(=O)/C(CCCN(CC)CC)=N\O	-9	0.8	-5	1	1
7	CCOC(=O)c1ccc(NC(=O)c2c(O)[nH]c(=O)[nH]c2=O)cc1	-15	1.2	-1	0.7	1
8	Fc1ccc(C2=CCN(C(c3cccs3)c3nnnn3CCc3ccccc3)CC2)cc1 (configuration not stated)	-2	1	5	0.8	1
9	CC1CN=C(NCc2ccncc2)S1 (configuration not stated)	-11	1	-9	0.9	1.1
10	CN1CCN(c2c(C#N)c(C(F)(F)F)nn2C)CC1	-12	1.1	-2	1.1	1.1
11	CC(=O)c1c(C)[nH]c(C(=O)N2CCC3(CC2)OCCO3)c1C	-11	1	-6	0.9	1
12	CCN1CCN(C(c2cccs2)C(C)NC(=O)Oc2ccccc2)CC1 (configuration not stated)	-4	1	-6	1.1	1
13	O=c1c2ccccc2nc(Cc2ccccc2)n1-c1cccc(O)c1	-8	1	-2	1	1.1
14	C=CCn1c(O)c(C(CC)=NC2CC2)c(=O)[nH]c1=O	9	1.1	-2	1	1
15	O=C(c1cc(-c2ccccc2)on1)N1CCC2(CC1)OCCO2	-7	1	-4	1	1

nr	G6PDH CS	TNAP inh hi DEA	FLuc act counter	TNAP act hiacc	Diaphorase inh
1	3	-3	1.1	1	-5
2	0	-1	1	1	0
3	10	-6	1.1	1.1	11
4	-4	0	1	1	8
5	2	-3	1.1	1	-8
6	5	-2	1	1	0
7	8	-5	1	1.1	28
8	12	-8	1.1	1.1	20
9	1	-8	1.1	1.1	8
10	1	-1	1	1	-14
11	-4	-6	1	1.1	13
12	8	-2	1	1	-14
13	9	-2	1	1	-1
14	12	-5	1.1	1	2
15	4	-4	0.8	1	-4

# Molecules shown so far that have a halogen (2):
nr	SMILES	TNAP inh no acc	PMI act	HMGR II inh	Diaphorase act	PMI act satM6P
8	Fc1ccc(C2=CCN(C(c3cccs3)c3nnnn3CCc3ccccc3)CC2)cc1 (configuration not stated)	-2	1	5	0.8	1
10	CN1CCN(c2c(C#N)c(C(F)(F)F)nn2C)CC1	-12	1.1	-2	1.1	1.1

nr	G6PDH CS	TNAP inh hi DEA	FLuc act counter	TNAP act hiacc	Diaphorase inh
8	12	-8	1.1	1.1	20
10	1	-1	1	1	-14

# Additional entries follow.
nr	SMILES	TNAP inh no acc	PMI act	HMGR II inh	Diaphorase act	PMI act satM6P
16	CC(C)C1(C)N=C(c2nc3ccccc3cc2C(=O)O)NC1=O (configuration not stated)	-13	1	1	0.9	1.1
17	CN1CCN(Cc2ccc(Br)s2)CC1	-19	1	-1	0.9	1
18	O=C1NC(=O)N(c2ccccc2)C(=O)/C1=C/c1ccc([N+](=O)[O-])s1	6	1.4	-1	0.6	1.5
19	CCOc1ccc(CC2C(=O)NC(=O)N(c3ccc(CC)cc3)C2=O)cc1 (configuration not stated)	-7	1	-1	1	1.1
20	O=C1CN(C(=O)CN2CCCCC2)C(c2ccccc2)c2cc(Br)ccc2N1 (configuration not stated)	-14	0.9	1	0.8	0.9
21	O=C(Cc1ccccc1)Oc1cccc(-n2cnnn2)c1	-9	1	-2	1	1
22	Cc1ccc(NC(=O)CSc2nnc([C@@H](N)Cc3c[nH]c4ccccc34)o2)c(C)c1	-29	0.9	4	0.9	0.9
23	COc1cccc(C(=O)C2CCCN(Cc3cnn(C(C)C)c3)C2)c1 (configuration not stated)	-4	0.9	3	0.9	0.7
24	CCN1CCN(Cc2cc(Br)cc(OC)c2O)CC1	-12	0.8	0	0.8	0.8
25	Cc1cccc(-n2c(=S)[nH]c3ccccc3c2=O)n1	-12	1	3	1	1
26	CCSc1nnc([C@@H](N)Cc2ccccc2)o1	-4	1.1	3	1	1.2
27	COc1ccccc1CN1CCN(C(=O)COc2cccc(C)c2)CC1	-13	1	-7	0.8	1.1
28	CN1C(=O)N(C)C(=O)C2(Cc3cc([N+](=O)[O-])ccc3N(C)C2c2ccccc2)C1=O (configuration not stated)	9	0.9	-7	0.8	0.9
29	O=C1/C(=C\c2ccc3c(c2)OCO3)N2CCC1CC2	-4	0.9	-1	0.9	0.9
30	C[C@]12CCC(=O)C=C1CC[C@@H]1[C@@H]2CC[C@@]2(C)[C@H]1CC[C@]2(C)O	-9	1	0	1.1	1

nr	G6PDH CS	TNAP inh hi DEA	FLuc act counter	TNAP act hiacc	Diaphorase inh
16	0	-8	1.1	1.1	8
17	4	-3	1.1	1	9
18	4	16	1	0.8	36
19	17	-3	1	1	4
20	-6	-8	1.1	1.1	18
21	11	-4	1	1	-2
22	6	-2	1	1	11
23	-1	-2	1	1	5
24	-9	-4	1	1	22
25	7	-3	1	1	3
26	20	-6	1	1.1	1
27	0	-5	1.1	1	16
28	5	12	1	0.9	15
29	8	-3	1.1	1	15
30	8	-3	1	1	-8

# The list continues.
nr	SMILES	TNAP inh no acc	PMI act	HMGR II inh	Diaphorase act	PMI act satM6P
31	O=C1CC(c2ccccc2)CC(O)=C1C=NCCN1CCN(C(=O)Cc2ccccc2)CC1 (configuration not stated)	-8	1.1	2	1	1.1
32	O=C(c1cc(F)ccc1F)C1CCCN(CCCc2ccccc2)C1 (configuration not stated)	-4	0.9	9.6*	0.8	0.9
33	O=C(Nc1ccc(Br)cc1)c1nn(C23CC4CC(CC(C4)C2)C3)cc1Br	-6	1	-3	0.9	1
34	O=c1[nH]c(=S)[nH]c(O)c1N=Nc1ccc2c(c1)OCO2	28	1	-1	0.8	1
35	Cc1ccc2c(c1)c(=O)c1c3n2CCN(CC#N)C3CC1 (configuration not stated)	-9	1	-5	1	1
36	COc1ccc(-n2c(C)nc3cc(C(=O)N4CCC5(CC4)OCCO5)ccc32)cc1	-3	1	0	1	0.9
37	CN1CCN(c2ccc([N+](=O)[O-])c3cccnc23)CC1	8	0.6	1	0.6	0.4
38	Cc1cc(NC(=O)CCl)nn1C	-9	1.1	-3	1	1.1
39	CN(C)c1cc(N)c2c(n1)CCC2 (tested in a mixture with another compound)	-14	0.8	0	0.8	0.7
40	CN1CN(c2cccc([N+](=O)[O-])c2)CN=C1N[N+](=O)[O-]	-1	1	-2	1	0.9
41	CCOC(=O)C1(CCCc2ccccc2)CCN(C2CCCC2)CC1	-1	1	-1	1.1	1
42	COc1ccc(C(=O)C2CCCN(Cc3ccc(C)s3)C2)cc1OC (configuration not stated)	-9	0.9	3	0.9	1
43	O=C(c1ccccc1)c1cn(CC(=O)N2CCCc3ccccc32)c2ccccc12	-2	0.9	-4	0.9	1
44	c1ccc(CNCCc2ccc3c(c2)OCO3)nc1	-12	1.1	3	0.9	1.1
45	O=C(CN1CCN(CCO)CC1)Nc1ccc(Cl)cc1C(=O)c1ccccc1	-6	1	6	1	0.9

nr	G6PDH CS	TNAP inh hi DEA	FLuc act counter	TNAP act hiacc	Diaphorase inh
31	7	-1	1	1	4
32	19	0	1	1	17
33	6	0	1	1	14
34	-2	30	0.5	0.7	19
35	6	-5	1.1	1.1	2
36	6	-2	1.1	1	-2
37	20	11	1	0.9	37
38	11	-6	1	1.1	1
39	-11	-3	1	1	24
40	-3	1	1	1	-2
41	0	-5	1	1	-14
42	5	-8	1.1	1.1	12
43	8	-1	1	1	10
44	2	-4	1	1	10
45	0	-2	1	1	4

# Following part
nr	SMILES	TNAP inh no acc	PMI act	HMGR II inh	Diaphorase act	PMI act satM6P
46	CC(C)c1oc(=O)cc2c1[C@@H](O)[C@H]1OC(=O)[C@@]3(C)C[C@@H](O)[C@@H](O)[C@@]2(C)C13 (some centres not stated)	0	1.1	-8	1.2	1.2
47	CCCCn1c(O)c(C(CC)=NC(C)c2ccccc2)c(=O)[nH]c1=O (configuration not stated)	-9	1	-2	0.9	1
48	N#CC1=C(N)Oc2c(c(=O)oc3ccccc23)C1c1ccncc1 (configuration not stated)	-6	1	-1	0.9	1
49	C[C@H]1CCC/C=C/C2C[C@H](O)CC2[C@H](O)/C=C/C(=O)O1 (some centres not stated)	-12	1.1	-2	0.9	1
50	CCOP(=O)(OCC)C(NC(=O)c1ccccc1)=C(Cl)Cl	8	1	-3	1	1.2
51	CC(=Nc1ccc2c(c1)CCC2)c1c(O)n(C2CCCCC2)c(=O)[nH]c1=O	-8	1	-7	0.9	0.9
52	C=CCc1cc(C=C2C(=O)NC(=O)NC2=O)cc(OC)c1OCc1ccc(C(=O)O)cc1	-9	1.1	0	0.9	1.1
53	O=c1c2ccccc2nc(-c2ccccc2)n1-c1ccccn1	-6	1.1	-1	1.1	1.1
54	CN1CCN(c2cn[nH]c(=O)c2Cl)CC1	-10	0.8	-5	0.8	0.8

nr	G6PDH CS	TNAP inh hi DEA	FLuc act counter	TNAP act hiacc	Diaphorase inh
46	18	-5	1	1.1	-17
47	0	-7	1.1	1.1	13
48	-6	3	1	1	6
49	5	-2	1	1	7
50	-1	13	1	0.9	3
51	-1	-8	1.1	1.1	14
52	4	-2	1.1	1	10
53	6	-2	1	1	-6
54	12	-4	1	1	15

# Full records from above. Order of screens: TNAP inh no acc	PMI act	HMGR II inh	Diaphorase act	PMI act satM6P	G6PDH CS	TNAP inh hi DEA	FLuc act counter	TNAP act hiacc	Diaphorase inh
# O=C(Cc1ccccc1)Oc1cccc(-n2cnnn2)c1 is entered as -9	1	-2	1	1	11	-4	1	1	-2
# O=C(c1cc(F)ccc1F)C1CCCN(CCCc2ccccc2)C1 (configuration not stated) is entered as -4	0.9	9.6*	0.8	0.9	19	0	1	1	17
# C[C@H]1CCC/C=C/C2C[C@H](O)CC2[C@H](O)/C=C/C(=O)O1 (some centres not stated) is entered as -12	1.1	-2	0.9	1	5	-2	1	1	7
# O=C(c1cc(-c2ccccc2)on1)N1CCC2(CC1)OCCO2 is entered as -7	1	-4	1	1	4	-4	0.8	1	-4

# Source: PubChem (several laboratories)
